Screening data: PubChem BioAssay, The Scripps Research Institute Molecular Screening Center
CHO-K1 Ca ag: M1 agonist counterscreen hit in parental CHO-K1 cells. Fluo-8 calcium fluorescence; scaled to maximal ATP response, vehicle zero. AID 602248. activation, % at 3 µM. actives 0.48% (n = 360,000); in the data active = activation above about 15%;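 also: untransfected CHO-K1 host cells lacking M1 receptor as counterscreen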
TAAR1 antagonist: human TAAR1 antagonism; inhibition, % at 3 µM; actives 1.5% (n = 360,000); Q96RJ0; CHO RD-HGA16 TAAR1, Fluo-8 calcium fluorescence, antagonist;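 active = inhibition above a per-plate cutoff, the mean inhibition of test compounds on that plate plus 3 SD, cut at about 49% in these data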;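 also: 0% = DMSO plus EC80 beta-PEA response and 100% = DMSO alone without agonist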
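Test system – hTAAR1-expressing CHO RD-HGA16 cells, Gα16-coupled · Reagent – β-PEA at EC80 concentration, post-compound challenge · Compound dosing – 3 µM, single point · Timing – 140 s kinetic read after compound, 140 s after agonist · Detection – Fluo-8 intracellular calcium dye fluorescence, real-time kinetic reads · Control set – DMSO and EC80 PEA controls · Repeats – n of 1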
CHO-K1 Ca antag: nonselective inhibitor or artifact in parental CHO-K1 cells; ATP-induced calcium, Fluo-8 fluorescence; inhibition, % at 3 µM; actives 0.6% (n = 360,000);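 active = inhibition above a per-plate cutoff, the plate's mean sample inhibition plus 3 SD, cut at about 24% in these data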;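 also: 0% = DMSO plus EC80 ATP and 100% = DMSO alone without ATP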
M1 PAM parental: nonselective activator or artifact in parental CHO-K1 calcium assay; ATP EC20, Fluo-8 calcium fluorescence; 0% at ATP EC20, 100% at ATP max; activation, % at 3 µM; actives 0.02% (n = 360,000); AID 602247;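 active = activation above the run cutoff, the mean activation of all test compounds plus 3 SD, cut at about 40% in these data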;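 also: peak over basal fluorescence ratio in a 140 s read after ATP addition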
V1R ag counter: counter-screen for oxytocin receptor agonists: human V1a receptor agonists. AID 2797. actives 0.25% (n = 320,000). CHO-V1R cells, Fluo-8 calcium fluorescence, agonist mode; 0% DMSO, 100% 3 nM vasopressin. activation, % at 3 µM. P37288;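 active = activation above the mean activation of all tested compounds plus 3 SD, per screening run, cut at about 20% in these data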;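 also: signal is peak over basal fluorescence ratio across a 100 second FLIPR read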
Target sequence (P37288 whole entry, looked up): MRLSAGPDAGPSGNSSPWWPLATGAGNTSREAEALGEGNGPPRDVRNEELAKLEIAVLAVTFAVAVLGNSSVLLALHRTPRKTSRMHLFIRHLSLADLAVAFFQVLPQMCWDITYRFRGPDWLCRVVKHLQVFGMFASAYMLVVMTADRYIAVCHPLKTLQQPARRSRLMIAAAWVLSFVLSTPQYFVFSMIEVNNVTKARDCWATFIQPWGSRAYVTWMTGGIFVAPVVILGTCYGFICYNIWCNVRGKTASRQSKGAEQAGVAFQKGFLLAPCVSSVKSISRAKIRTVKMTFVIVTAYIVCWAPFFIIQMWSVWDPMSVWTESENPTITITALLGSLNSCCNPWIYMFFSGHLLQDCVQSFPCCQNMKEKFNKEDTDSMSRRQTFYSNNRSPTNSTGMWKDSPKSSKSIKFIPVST
OXTR potentiate: human OXTR potentiation. P30559. CHO-OTR cells, Fluo-8 calcium fluorescence, potentiator mode; 0% = oxytocin EC15, 100% = EC100. activation, % at 3 µM. actives 0.061% (n = 320,000);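 active = activation above that plate's cutoff, the mean activation of tested compounds plus 3 SD, cut at about 6.6% in these data, passing the limit was not always enough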;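 also: 100% uses oxytocin at 75 nM as the full agonist control; some results filed as inactive read as strong as hits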
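Material: CHO-OTR cells, human receptor; compound dosing: single dose, 3.0 µM nominal final compound concentration; schedule: 6 min compound pre-incubation at room temperature, 100 s kinetic read; measured by: kinetic Fluo-8 calcium fluorescence; read-out basis: % activation vs EC15 and EC100 oxytocin; controls: EC15 oxytocin alone as 0%, 75 nM oxytocin as 100%; replicates: singlicate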
TAAR1 agonist: human TAAR1 agonism; activation, % at 3 µM; CHO RD-HGA16 TAAR1, Fluo-8 calcium fluorescence; vehicle wells 0%, saturating PEA agonist 100%; actives 0.99% (n = 360,000); AID 624467; Q96RJ0;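 active = activation above the mean activation of all test compounds in the run plus 3 SD, cut at about 38% in these data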
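Benchmarks: low control DMSO, high control PEA (EC100); System: CHO RD-HGA16 cells carrying human TAAR1 plus Gα16; Detection: Fluo-8 fluorescence, 5 s baseline then 140 s kinetic read; Schedule: 17-24 h plating, Fluo-8 75 min 37 °C, 30 min RT; Read-out basis: % activation from peak over basal fluorescence ratio, DMSO-to-PEA scaled.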
CHO parental Ca: signal in parental CHO cells, OX1R antagonist counter-screen; parental CHO-K1, ATP-induced calcium, Fluo-8 fluorescence; inhibition, % at 5.6 µM; actives 0.63% (n = 330,000);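 active = inhibition above that plate's mean sample inhibition plus 3 SD, cut at about 26% in these data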;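 also: 0% = ATP-challenged DMSO wells and 100% = DMSO wells without ATP; some compounds past the cut are filed as inactive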
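Material: Parental CHO cells | Reagent: ATP | Compound dosing: Single nominal dose of 5.6 µM per compound | Detection: Intracellular calcium via Fluo-8 no-wash fluorescent dye | Read-out: % inhibition of ATP-induced calcium mobilization | Benchmarks: Low control ATP plus DMSO, high control DMSO only | Replicates: Singlicate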
M1 ag: activates human CHRM1 receptor. P11229. CHO-K1 hM1, Fluo-8 calcium fluorescence, agonist mode; 0% DMSO, 100% acetylcholine EC100. activation, % at 3 µM. actives 0.33% (n = 360,000). AID 588814;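 active = activation above the run's mean compound activation plus 3 SD, cut at about 16% in these data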;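 also: peak over basal fluorescence ratio within a 140 s kinetic read after compound addition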
Target sequence (P11229 whole entry, looked up): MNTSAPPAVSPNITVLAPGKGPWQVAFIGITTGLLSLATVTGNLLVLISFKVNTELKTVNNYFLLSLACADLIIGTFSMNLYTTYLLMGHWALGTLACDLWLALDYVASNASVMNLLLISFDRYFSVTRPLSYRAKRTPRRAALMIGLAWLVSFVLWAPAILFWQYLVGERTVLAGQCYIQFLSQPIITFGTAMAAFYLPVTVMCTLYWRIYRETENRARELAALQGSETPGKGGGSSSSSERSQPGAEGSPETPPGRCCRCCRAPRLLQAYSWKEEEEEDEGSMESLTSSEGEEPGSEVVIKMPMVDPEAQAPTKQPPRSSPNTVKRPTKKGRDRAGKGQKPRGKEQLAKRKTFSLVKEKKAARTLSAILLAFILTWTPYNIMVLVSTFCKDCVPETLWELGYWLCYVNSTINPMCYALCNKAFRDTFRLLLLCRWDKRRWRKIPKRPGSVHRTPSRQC
The depositor's hits bear a star; nt = no result given.

SMILES | CHO-K1 Ca ag | TAAR1 antagonist | CHO-K1 Ca antag | M1 PAM parental | V1R ag counter | OXTR potentiate | TAAR1 agonist | CHO parental Ca | M1 ag
COc1ccc(NS(=O)(=O)c2ccc(C(=O)N3CCCCCC3)cc2)cc1 | 18* | 27 | -4 | -10 | 24* | -12 | 37 | 18 | 23*
COc1ccccc1-n1cc(-c2ccc([N+](=O)[O-])cc2)[nH]c1=S | 1.5 | -24 | -8 | 22 | 0.4 | 2 | 2 | 1 | -2
CCOC(=O)C1=CCN(S(=O)(=O)c2ccccc2Cl)C1c1ccccc1 (centres undefined) | 3.4 | 27 | 4 | 11 | nt | nt | 1 | nt | -9
O=C1NC(c2ccccc2)=C(c2ccc3ccccc3n2)C(c2ccc(F)cc2)N1 (centres undefined) | -0.5 | -4 | 19 | -3 | -0.7 | -11 | 12 | -26 | -4
C=CCCC(=O)N1CCC(Oc2cccc(C(=O)NCc3ccccn3)c2)CC1 | 2.2 | -30 | -15 | 19 | 0.1 | -7 | 6 | -7 | -3
CC(=O)c1ccc(OCC(=O)Nc2ccccc2C(=O)NC2CC2)cc1 | 2.5 | 4 | -2 | 11 | 0.5 | -8 | 7 | -12 | -2
Cc1nnc(NC(=O)C2CC(=O)N(Cc3ccccc3)C2)s1 (centres undefined) | 0.4 | -2 | -4 | -6 | 0.4 | -3 | 1 | -6 | -1
COc1cccc(CN(C)C[C@@H]2OCc3cnnn3CCCC(=O)N([C@@H](C)CO)C[C@H]2C)c1 | 2.9 | 11 | -2 | 12 | nt | nt | 1 | nt | -5
CCN1CCN(CCC(=O)Nc2ccccc2C)CC1 | 0.4 | -24 | -7 | 6 | 1.2 | -5 | 2 | -10 | -1
c1ccc2c(NC3C4CC5CC(C4)CC3C5)nc(N3CCOCC3)nc2c1 (centres undefined) | 6.0 | -35 | 3 | 14 | 10 | -1 | 29 | -38 | -12
CCNc1nc(NCC)n2c(SCC(=O)Nc3ccc(Br)cc3F)nnc2n1 | 1.0 | -41 | -16 | 17 | 0.3 | 6 | 2 | -27 | -6
COc1cc(NC(=O)c2cccs2)c(OC)cc1NC(=O)CCC(=O)Nc1ccc2ncccc2c1 | 4.8 | 53* | 12 | 3 | nt | nt | 15 | nt | -9
Cc1ccc(OCCSc2nc3ccccc3n2CC(=O)O)cc1C | -0.4 | 2 | 3 | -8 | 0.8 | -7 | 0 | -12 | -2
Cn1c2c(c(=O)n(C)c1=O)C1c3cc(Cl)ccc3OCC1CO2 (centres undefined) | 0.6 | 9 | -4 | 13 | -0.4 | -11 | 9 | 2 | -2
CN(CC(=O)NC(c1ccccc1)c1ccccc1)Cc1nc2ccccc2c(=O)[nH]1 | 1.0 | -10 | -1 | 13 | -1.3 | -8 | -1 | -24 | -2
O=C(CCN1CCOCC1)N/N=C/c1cc(Br)cc(Br)c1O | -0.1 | 8 | -2 | -1 | -0.4 | 6 | 0 | -2 | -8
CCC1CCCCN1C(=O)COC(=O)c1ccc(S(=O)(=O)N2CCOCC2)cc1 (centres undefined) | 1.2 | -17 | -14 | 23 | nt | nt | -1 | nt | -5
CCCCSc1nc(C)[nH]c1[N+](=O)[O-] | -0.3 | -4 | 11 | -2 | -0.7 | 3 | 1 | -1 | -3
COc1ccc(C)cc1NC(=O)c1cc(C2CC2)nc2c1c(C)nn2C1CCS(=O)(=O)C1 (centres undefined) | 0.7 | 25 | -6 | 5 | nt | nt | 2 | nt | -1
CC1CCCCN1C(=O)Cc1ccc(F)cc1 (centres undefined) | -0.2 | -7 | 12 | -7 | -0.9 | -1 | 7 | -11 | -4

At a glance, 4 of the compounds above.
SMILES | CHO-K1 Ca ag | TAAR1 antagonist | CHO-K1 Ca antag | M1 PAM parental | V1R ag counter | OXTR potentiate | TAAR1 agonist | CHO parental Ca | M1 ag
CCC1CCCCN1C(=O)COC(=O)c1ccc(S(=O)(=O)N2CCOCC2)cc1 (centres undefined) | 1.2 | -17 | -14 | 23 | nt | nt | -1 | nt | -5
CCCCSc1nc(C)[nH]c1[N+](=O)[O-] | -0.3 | -4 | 11 | -2 | -0.7 | 3 | 1 | -1 | -3
COc1ccc(C)cc1NC(=O)c1cc(C2CC2)nc2c1c(C)nn2C1CCS(=O)(=O)C1 (centres undefined) | 0.7 | 25 | -6 | 5 | nt | nt | 2 | nt | -1
CC1CCCCN1C(=O)Cc1ccc(F)cc1 (centres undefined) | -0.2 | -7 | 12 | -7 | -0.9 | -1 | 7 | -11 | -4

The results go on.
SMILES | CHO-K1 Ca ag | TAAR1 antagonist | CHO-K1 Ca antag | M1 PAM parental | V1R ag counter | OXTR potentiate | TAAR1 agonist | CHO parental Ca | M1 ag
CCOC(=O)c1nc2ccc(C)cc2c2c1C1CC(c3c(Cl)cccc31)N2C(=O)OCc1ccccc1 (centres undefined) | 1.5 | -15 | -12 | 16 | nt | nt | 1 | nt | -4
OCc1ccccc1NC(=S)Nc1cccnc1 | 0.7 | -17 | -15 | 9 | -0.4 | -8 | 6 | -13 | -3
COc1ccc(CNS(=O)(=O)c2ccc(-n3cccn3)cc2)cc1 | 8.2 | -3 | -13 | 9 | 3.2 | -8 | 1 | -8 | 1
CCOc1ccc(N(CC(=O)NCc2ccc(Cl)cc2)S(=O)(=O)c2ccccc2)cc1 | 2.3 | 27 | -18 | 6 | 0.8 | -18 | 4 | -18 | -4
Cc1c(C(=O)OC(C)C(C)C[N+](C)(C)C)oc2ccccc12 (centres undefined) | 0.0 | -2 | 9 | 0 | 0.1 | -2 | 0 | -6 | -6
Cc1ccc(-c2nc3ccccc3s2)cc1NC(=S)NC(=O)/C=C/c1ccco1 | 5.7 | 2 | 0 | 14 | -0.4 | -17 | 7 | -11 | -2
O=C(COc1cccc2cccnc12)N/N=C/c1ccc(O)cc1 | 0.3 | -1 | 5 | -3 | -0.6 | -6 | 3 | 3 | -1
N=C1S/C(=C\c2ccccc2)C(=O)N1c1ccc(F)cc1 | -0.2 | 0 | -4 | 4 | 0.2 | -8 | 4 | -7 | -3
CCN(CC(=O)Nc1c(F)cccc1F)C(=O)c1ccc(OC)c(S(=O)(=O)NC2CCCC2)c1 | 0.5 | -16 | -5 | 6 | nt | nt | 1 | nt | 4
COc1cc(COc2ccc(S(=O)(=O)N3CCOCC3)cc2[N+](=O)[O-])ccc1OC(F)F | 1.5 | 16 | -16 | 18 | nt | nt | 1 | nt | -1
O=P(O)(c1ccc(Cl)cc1)c1ccc(Cl)cc1 | 0.1 | 5 | -8 | 5 | 0.6 | -3 | 4 | -7 | -1
Cc1c(NC(=O)CSc2nc3ccccc3n2C)c(=O)n(-c2ccccc2)n1C | -0.3 | 1 | -10 | 8 | 0.0 | -25 | -5 | -1 | -5
Cc1nc2cc(NC(=O)N3CCCCC3)ccc2n1C | -0.2 | 6 | -5 | 20 | 0.8 | -3 | 2 | -5 | -3
O=C(CSc1ccc2nnc(-c3cccc(F)c3)n2n1)NCC1CCCO1 (centres undefined) | 0.2 | -1 | -15 | 20 | -0.5 | 4 | 17 | -5 | -3
C=CCNC(=S)NNC(=O)c1ccc(Br)o1 | 0.6 | -2 | 6 | 8 | 0.1 | -3 | 3 | 0 | -4
O=c1cccc2n1Cc1cc3ccccc3nc1-2 | -0.2 | -10 | -15 | 21 | -0.1 | -7 | 8 | -10 | 3
CCOC(=O)COc1ccc2c(c1)c(C(=O)OCC)c(C)n2CC | 0.9 | 3 | 5 | -8 | -1.1 | -13 | 1 | -18 | -4
COc1ccc(NC(=S)NC(=O)/C=C/c2ccco2)cc1 | 0.3 | -13 | -19 | 13 | -0.9 | -10 | 7 | -8 | -16
COc1cc2c(cc1OC)C(Nn1cnnc1)=NC1(CCCC1)C2 | 0.2 | -8 | -6 | 14 | 0.5 | 3 | 1 | -3 | -5
COc1ccc(NC(=O)c2ccc(C)o2)c([N+](=O)[O-])c1 | 0.0 | -14 | -7 | 10 | -0.6 | -5 | -3 | -15 | -7
c1ccc(-c2nnc(OCc3cccnc3)c3ccccc23)cc1 | 0.6 | 7 | 11 | 13 | -1.0 | -18 | 4 | -31 | -9
O=[N+]([O-])c1cccc(COc2ccccc2CN2CCCCC2)c1 | 0.4 | -2 | -5 | -6 | nt | nt | 1 | nt | -10
CCc1nc(SCC(=O)c2cccc([N+](=O)[O-])c2)n[nH]1 | 1.3 | 1 | -4 | 12 | -0.2 | -4 | 1 | -8 | -4
Cc1ccc(C(=O)OCC(=O)Nc2ncc(C(F)(F)F)cc2Cl)cc1NC(=O)c1ccco1 | 1.1 | -6 | -3 | 9 | 1.8 | -3 | 13 | -21 | -7
CCOc1ccc(C2OC34CCCCC3C(C#N)(C#N)C2(C#N)C(=N)O4)cc1OC (centres undefined) | 2.7 | nt | -5 | 23 | 6.8 | -11 | nt | -1 | -2
c1ccc(Cn2ncc3c(N4CCCCC4)ncnc32)cc1 | 1.0 | 2 | 6 | 8 | -0.3 | -3 | -1 | -16 | -5
Nc1nc(NC(=O)/C=C/c2ccccc2)nn1-c1ccccc1 | 0.6 | -13 | 4 | 2 | 1.3 | -11 | 0 | -3 | -3
CCN(C(=O)CSc1nnc(Nc2ccccc2C)s1)C1CCS(=O)(=O)C1 (centres undefined) | -0.1 | -13 | -8 | 28 | -0.8 | 7 | 0 | -10 | -4
CN1CCN(C(=O)c2ccccc2NC(=O)c2ccc(C(C)(C)C)cc2)CC1 | 0.5 | -21 | -9 | 16 | -0.3 | -9 | 0 | 8 | -5
Cc1cc(C)c2c(c1)cc(C)c1nnc(SCC(=O)Nc3cc(C)on3)n12 | -0.5 | -17 | -13 | -4 | -0.7 | -5 | 0 | -12 | -3
CCN(CC)S(=O)(=O)c1cc(NC(=O)C(=O)c2c(-c3ccccc3)cc3ccccn23)ccc1C | 0.5 | 15 | 10 | 0 | -0.4 | -6 | 5 | -3 | -7
O=C1CCCC/C=C\C[C@H](CC(=O)N(CCO)Cc2ccccc2)C(=O)N2CCC[C@@H]2CO1 | 0.5 | 10 | -12 | 18 | 0.8 | 7 | 4 | -13 | -4
CCOC(=O)C1=CCN(S(=O)(=O)c2ccccc2C)C1c1ccccc1 (centres undefined) | 0.9 | -20 | 26* | -7 | nt | nt | 1 | nt | -10
O=C(NCc1ccco1)C1CCC(N2C(=O)C3C4CCC(C4)C3C2=O)CC1 (centres undefined) | 0.0 | 3 | -2 | 5 | 0.5 | -4 | 8 | -15 | -7
COc1ccc(NC(=O)Cn2c(=O)sc3ccccc32)c(OC)c1 | -0.2 | -6 | 8 | -14 | -0.2 | 2 | 0 | -12 | 3
